Screening data: PubChem, several laboratories
CCHFV vOTU inh = blocks the CCHF virus ovarian tumor domain protease; CCHFV vOTU protease, Pep-AMC fluorescence; inhibition, % at 11.5 µM; 370,000 tested, 0.55% active; AID 651958; in the data active = inhibition above about 30%; note: 0% = vehicle wells with enzyme and 100% = no enzyme wells
TcdB inh = blocks C. difficile toxin B glycohydrolase activity; 350,000 tested, 0.24% active; TcdB glycohydrolase enzymatic assay, plate reader; inhibition, % at 9.99 µM; AID 652162; in the data active = inhibition above about 10%
PfHsp40 rescue = restores yeast growth despite PfHsp40 toxicity | 340,000 tested, 0.68% active | S. cerevisiae expressing PfHsp40, growth rescue, ATP luminescence | growth rescue, % at 12.5 µM | AID 504582; in the data active = growth rescue above about 28%, passing the limit was not always enough; inconclusive = no clear call, values can overlap the other calls;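 note: yeast W303a lacking pdr1 and pdr3 grown in galactose medium; growth measured after three days at 30 °C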
BoNT-F LC inh = blocks Botulinum neurotoxin F light chain protease | inhibition, % at 10 µM | AID 588497 | Multiplex microsphere protease cleavage assay, flow cytometry | 360,000 tested, 0.22% active; in the data active = inhibition above about 35%, passing the limit was not always enough; inconclusive = no clear call, values can overlap the other calls; note: plate controls were buffer without enzyme for full effect and enzyme alone for no effect
FadD28 binding = inhibitors of Mycobacterium tuberculosis FadD28 bisubstrate binding. FadD28 bisubstrate probe binding, fluorescence polarization. inhibition, % at 12.5 µM. 360,000 tested, 0.22% active. AID 588549; in the data active = inhibition above about 8.5%, passing the limit was not always enough; inconclusive = no clear call, values can overlap the other calls
PrPC TRFRET = cell surface PrPC inhibition, primary TR-FRET screen; AID 720596; TR-FRET read-out; inhibition, % at 13.8 µM; 370,000 tested, 0.43% active; P04156; in the data active = inhibition above about 24%; note: 0% = median of the test wells and 100% = reference compound wells
BoNT A protease = blocks Botulinum neurotoxin A light chain protease | multiplex microsphere protease substrate cleavage, flow cytometry | inhibition, % at 10 µM | 360,000 tested, 0.17% active | AID 588499; note: plate controls were buffer without enzyme for full effect and enzyme alone for no effect
Yp Topo-I inh = Y. pestis Topo-I inhibition via cleavage products; Y. pestis Topo-I cleavage product accumulation, plate reader; activity, % at 10 µM; 360,000 tested, 0.064% active; AID 504884; in the data active = activity above about 50%, passing the limit was not always enough; inconclusive = no clear call, values can overlap the other calls; note: inactives centre near 2
Anthrax LF prot = blocks Bacillus anthracis lethal factor protease; AID 588501; multiplex microsphere protease cleavage assay, LF; 360,000 tested, 0.12% active; inhibition, % at 10 µM; note: plate controls were buffer without enzyme for full effect and enzyme alone for no effect
Target sequence (P15917 whole entry, looked up): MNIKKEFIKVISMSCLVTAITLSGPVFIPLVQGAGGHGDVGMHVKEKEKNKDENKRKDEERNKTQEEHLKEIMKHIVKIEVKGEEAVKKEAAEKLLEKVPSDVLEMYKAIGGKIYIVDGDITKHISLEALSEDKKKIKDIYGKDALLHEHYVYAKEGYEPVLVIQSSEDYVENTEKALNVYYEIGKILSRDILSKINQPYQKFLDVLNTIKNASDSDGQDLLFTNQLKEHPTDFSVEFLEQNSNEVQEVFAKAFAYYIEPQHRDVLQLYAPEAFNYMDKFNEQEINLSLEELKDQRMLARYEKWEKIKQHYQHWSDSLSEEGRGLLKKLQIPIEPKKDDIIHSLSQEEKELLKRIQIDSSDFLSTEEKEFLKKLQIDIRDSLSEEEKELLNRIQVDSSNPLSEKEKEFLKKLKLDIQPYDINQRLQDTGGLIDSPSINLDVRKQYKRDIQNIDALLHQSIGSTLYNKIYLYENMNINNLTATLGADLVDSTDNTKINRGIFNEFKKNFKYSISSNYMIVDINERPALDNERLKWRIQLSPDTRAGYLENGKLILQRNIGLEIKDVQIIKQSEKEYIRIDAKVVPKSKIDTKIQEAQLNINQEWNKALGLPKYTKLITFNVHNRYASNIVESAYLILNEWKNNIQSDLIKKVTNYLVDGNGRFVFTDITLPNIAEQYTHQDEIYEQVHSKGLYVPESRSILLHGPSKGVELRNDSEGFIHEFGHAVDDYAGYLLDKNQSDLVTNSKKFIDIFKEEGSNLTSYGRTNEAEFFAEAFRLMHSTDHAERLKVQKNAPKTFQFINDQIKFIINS
* hit, by the source's call; ? = inconclusive; . = not tested or not shown. Cut-off read from the data, not from the text of the source, unless noted: active = inhibition above about 30%; inconclusive = no clear call, values can overlap the other calls; inactive = below that. Rows are unselected; overall some 2.3% were active at least once.

SMILES	CCHFV vOTU inh	TcdB inh	PfHsp40 rescue	BoNT-F LC inh	FadD28 binding	PrPC TRFRET	BoNT A protease	Yp Topo-I inh	Anthrax LF prot
CNC(=O)C1CCN(S(=O)(=O)c2c(C)noc2/C=C/c2cccc(C)c2)CC1	3	0.7	-0.9	4	-2.7	5	1.7	3	-1
Cn1cccc1C(=O)NC(=O)COC(=O)c1ccccc1Sc1ccccc1C#N	4	.	1.9	9	-3.1	8	-0.1	-3	-5
O=C(O)CCSc1nnnn1-c1ccccc1	8	.	-0.7	-4	-0.7	-2	0.0	1	-6
c1ccc(CSc2ccc3nnc(-c4cccnc4)n3n2)cc1	4	0.7	-0.8	-9	-3.3	0	0.7	4	0
COc1ccc(-n2cnc3cc(C(=O)NCCN4CCOCC4)ccc32)cc1	-18	0.3	-0.3	0	-0.8	8	0.0	0	3
CCS(=O)(=O)c1ccc2oc(SCC(=O)NCCc3ccccc3)nc2c1	13	-0.9	0.4	0	-0.6	11	0.2	1	0
CCOC(=O)C1CC(=NO)c2ccc(OC)c(OC)c2C1 (stereo not drawn)	8	-0.1	.	-9	-3.5	-8	0.2	6	-2
O=S(=O)(c1ccc(OCC(O)CN2CCCC2)cc1)N1CCOCC1 (stereo not drawn)	2	.	-0.3	17	-2.1	2	0.7	1	1
Nc1nonc1-c1noc(-c2ccc(Br)o2)n1	4	.	1.9	7	0.2	-15	0.7	5	1
CC1=C(C(=O)Nc2ccc(C)cc2C)C(c2cccc(Cl)c2)n2nc(C(=O)OC(C)C)nc2N1 (stereo not drawn)	9	1.2	-0.8	-3	-0.9	8	-0.8	3	1
Cn1c(N)c(C(=O)COC(=O)/C=C/c2ccccc2)c(=O)n(C)c1=O	-19	0.1	-0.2	-1	-2.9	5	-0.4	10	-5
CN(c1cccc(NC(=O)Nc2ccc(Cl)cc2)c1)S(C)(=O)=O	4	.	-0.4	-3	-2.4	10	?	6	-2
COc1ccc(OCC(=O)Nc2cccc(NC(=O)COc3ccc(OC)cc3)n2)cc1	-5	.	0.5	3	-1.3	4	0.1	1	-5
CCOC(=O)c1ccc2c(c1)nc(SCC(=O)c1ccco1)n2CC	11	.	-0.1	-8	-2.1	10	0.4	14	-5
O=C(Nc1ccc(C(F)(F)F)cc1)c1ccccc1Br	0	1.5	6.7	-1	0.4	7	-0.1	6	-6
O=C(O)c1cccc(-n2nnnc2SCc2ccccn2)c1	1	.	-1.0	6	-0.6	2	-0.8	-6	-4
Cc1cc(=O)[nH]c(SCC(=O)c2ccc(C)c(C)c2)n1	-6	0.4	-0.6	0	1.7	-3	0.2	5	0
C/C(=N/NS(=O)(=O)c1cccc([N+](=O)[O-])c1)c1ccncc1	-2	-1.8	-1.0	-8	0.0	-7	-2.6	6	-3
O=C1NC(=S)SC1=C1CCCC1	16	.	-1.4	-5	1.9	1	-0.3	-2	3
O=C(CCNC(=O)N1CC(=O)Nc2ccccc21)NCCc1cccc(F)c1	10	3.7	-0.1	0	-3.9	6	-0.7	-1	3
CC(OC(=O)c1ccc(S(=O)(=O)N(C)c2ccccc2)cc1)C(=O)NCCC1=CCCCC1 (stereo not drawn)	-3	0.3	1.8	-8	-1.6	-2	0.3	-5	-1
CS(=O)(=O)Nc1cccc(NC(=O)C2Cc3c(-c4ccccc4)ccnc3O2)c1 (stereo not drawn)	15	0.3	.	0	-3.5	14	-0.2	-1	-4
COc1ccccc1OCCCn1cc(C(=O)c2ccco2)c2ccccc21	10	.	1.1	-9	-3.1	7	0.8	-6	-2
CCn1cc(/C=C(\NC(=O)c2ccccc2Cl)C(=O)N2CCN(C)CC2)c2ccccc21	9	-8.8	-1.1	10	0.1	4	0.9	3	4
COc1ccc(C2CC(c3ccccc3)=NN2C(=O)COC(=O)c2cccc(S(=O)(=O)N3CCOCC3)c2)cc1 (stereo not drawn)	6	.	1.9	-5	-0.9	-2	-0.4	60*	0
CC(=O)N1CCc2cc(S(=O)(=O)NCC(=O)NCc3ccccc3Cl)ccc21	-5	-1.6	0.6	-3	-2.1	-2	-0.4	-1	0
O=C(CSc1nnc(-c2cccs2)n1-c1cccc(Cl)c1)c1cccc2c1OCCO2	-6	.	1.4	2	-0.9	2	-0.3	1	0
COc1ccc(OCC(=O)Nc2cccc(NC(=O)c3ccco3)c2)cc1	-1	1.0	5.5	-6	-2.1	4	-1.1	1	1
COc1cccc(NC(=O)c2ccc3nsnc3c2)c1	2	0.1	0.1	8	-4.5	-38	0.7	-1	-1
NNc1nc(-c2ccccc2)c2ccccc2n1	5	-0.3	2.6	-7	-5.7	-3	-1.1	-2	1
Nc1nccc(-c2ccc(-n3cnc4ccccc43)cc2)n1	-12	0.9	-1.4	0	-1.6	-5	-0.6	-1	-2
COc1ccc(NC(=O)C(C)N(C)Cc2ccc3ccccc3c2)cc1 (stereo not drawn)	-2	0.1	-0.4	12	-0.7	-1	-1.8	39	6
COC(=O)c1ccc(COc2ccc(/C=N/NC(=O)C(=O)Nc3ccc(OC)cc3)cc2OC)o1	5	-0.1	.	-11	-1.7	-10	-0.5	-2	-4
Cc1ccc(C(=O)NCC(=O)N2CCCCCCC2)cc1C	-1	0.4	-1.1	-8	0.8	9	2.9	-5	2
CCN(CC(=O)NC(=O)NCc1ccccc1)Cc1ccccc1	-5	1.9	0.6	1	-1.1	1	1.4	21	-2
CCCCn1c(N)c(N(CCOC)C(=O)CSc2n[nH]c(-c3ccc(OC)cc3)n2)c(=O)[nH]c1=O	-8	-0.8	-1.7	8	-1.7	5	2.5	0	5
O=C(CCN1C(=O)C2C3C=CC(C3)C2C1=O)NCc1cccnc1 (stereo not drawn)	13	.	-0.2	-13	-1.7	-9	-1.9	-5	-2
Nc1ncnc2c1CN(Cc1ccccc1)CC2	11	1.4	2.2	-4	-2.7	-1	-0.3	-8	-1
COc1ccc(C(=S)N2CCCC2)cc1C	3	1.1	-0.1	-10	-0.4	5	0.5	9	-1
CC1CCCN(CCCNC(=O)c2cc3c(Cl)nc4ccccc4c3s2)C1 (stereo not drawn)	-2	1.8	6.6	-2	-9.3	2	1.4	-11	-1
Cc1cccc(/C=C(\C(=O)C(=O)O)c2ccc3ccccc3n2)c1	7	-3.2	0.1	1	1.0	7	1.9	-10	1
CN(C)c1ccc(C(O)c2cc3ccccc3s2)cc1 (stereo not drawn)	16	-9.7	8.5	7	-1.1	20	1.0	6	2
Cc1onc(-c2ccccc2)c1C(=O)NCCc1ccc(Cl)cc1	-2	.	-0.8	2	2.1	-3	-0.4	-7	0
Nn1c(Cc2ccccc2)nc2sc3c(c2c1=O)CCC3	-3	-1.0	0.1	-2	-1.7	0	-0.1	5	3
Clc1ccc(SCCn2cncn2)cc1	3	.	0.3	-15	-0.3	3	0.4	-3	-4
CC1CCN(c2ccccc2NC(=O)c2ccc(F)cc2)CC1	6	.	0.9	2	-0.8	-5	1.2	26	5
O=C(CSC(=S)N1CCOCC1)Nc1ncc2c(n1)CCCC2=O	-8	0.4	0.4	-5	-3.2	2	-0.6	5	-3
Cc1ccc(/S(C)=N/S(=O)(=O)c2ccc(C)cc2)cc1 (stereo not drawn)	6	.	2.6	-13	-0.5	-1	0.9	1	3
CN(CC(=O)Nc1ccccc1Cl)C(=O)CCc1nc2ccccc2c(=O)[nH]1	-3	0.6	0.8	0	-2.2	-4	4.6	2	-2
COc1cccc(CN2CCNC(=O)C2CC(=O)NCCN2CCCCC2=O)c1 (stereo not drawn)	-5	2.1	1.5	-5	-1.2	3	1.3	11	-4
C#CCn1c(=NC(=O)CN2C(=O)CCC2=O)sc2cccc(C)c21	12	5.7	-1.0	-5	0.3	2	-1.3	1	-7
CC(c1ccon1)N(C)C(=O)c1ccc(OC2CCN(C(=O)C3CC3)CC2)cc1 (stereo not drawn)	13	1.1	-1.3	2	-0.6	8	0.4	-7	-1
Cc1cc(C(=O)N2CCCC(N3CCN(c4cccc(Cl)c4)CC3)C2)no1 (stereo not drawn)	3	0.7	0.2	4	-4.9	-7	-0.6	9	2
CC1(C(=O)Nc2nc3ccccc3s2)CC1(Br)Br (stereo not drawn)	6	0.2	0.3	9	-4.7	12	-1.3	1	-4
CC(N)C12CC3CC(CC(O)(C3)C1)C2 (stereo not drawn)	2	0.6	-1.0	-1	-0.8	-4	-0.6	11	4
O=C(CSc1nnc(-c2ccc(O)cc2)n1Cc1ccco1)c1cccs1	0	.	-1.7	-7	-2.0	6	-3.4	3	-14
COC(=O)/C=C/c1ccc(-n2ccnc2)cc1	8	0.7	0.4	-3	-0.9	-9	0.6	4	-1
CSc1ncnc2c1ccn2CC(=O)Nc1ccc(C)c(C)c1	6	0.5	0.7	2	0.3	4	-0.4	10	-1
CCNC(=S)N1CCN(S(=O)(=O)c2cccc(C(F)(F)F)c2)CC1	-6	.	1.1	-1	-3.2	1	-0.6	-5	-2
COc1cc2c(cc1OC)C(C)N(C(=O)CCNC(=O)c1ccccc1)CC2 (stereo not drawn)	8	0.6	1.1	-1	0.1	-2	-0.5	9	-2

Going on with the list.
SMILES	CCHFV vOTU inh	TcdB inh	PfHsp40 rescue	BoNT-F LC inh	FadD28 binding	PrPC TRFRET	BoNT A protease	Yp Topo-I inh	Anthrax LF prot
O=C(c1ccc(CS(=O)(=O)c2ccc(Br)cc2)o1)N1CCC2(CC1)OCCO2	-1	.	2.1	3	-0.2	1	2.4	14	-3
COc1cccc(C(=O)N(c2ccccc2)C2C=CS(=O)(=O)C2)c1 (stereo not drawn)	-14	0.8	0.4	-2	-0.5	-3	0.4	-3	2
CC(=O)NC1=C(N2CC2C)C(=O)C(NC(C)=O)=C(N2CC2C)C1=O (stereo not drawn)	16	-0.5	-0.8	2	-3.4	-17	0.5	2	7
COc1ccc(OC)c(C(=O)c2oc3ccccc3c2NC(C)=O)c1	8	.	-0.5	4	-1.8	-1	3.0	-8	6
O=C(Cn1c2ccccc2c2nc3n(c(=O)c21)CCS3)N1CCCC1	.	.	0.5	0	-2.6	.	1.1	2	1
CCNc1nc(NCC)n2c(SCC(=O)Nc3cccc(Cl)c3)nnc2n1	.	.	1.5	0	-1.0	.	-1.5	-6	-4
CC(C)c1ccc(OCC(=O)NC2CC(C)(C)NC(C)(C)C2)c(Br)c1	13	3.1	-0.1	8	-2.2	-11	0.6	-16	-3
Cc1sc2nc(CN3CCOCC3)nc(Oc3ccc(NC(=O)c4ccco4)cc3)c2c1C	1	.	0.1	-35	-1.4	-4	-2.5	20	-3
CN(C(=O)CN1CCCCCC1)c1c(N)n(Cc2ccccc2)c(=O)[nH]c1=O	14	0.4	-1.1	.	-1.3	-5	.	8	.
CCN(C(=O)CN1CCC(C)CC1)c1c(N)n(Cc2ccccc2)c(=O)[nH]c1=O	-4	2.4	-0.3	11	0.8	-6	3.5	-1	10
C/C(=N\NC(=O)c1cccc(Br)c1)c1cccc(NC(=O)c2ccc(C)o2)c1	7	.	0.3	-37	-1.4	8	0.0	-8	-5
CC1CCC/C(=N\NC(=S)NCc2ccccc2)C1 (stereo not drawn)	7	.	-1.1	-2	-0.3	-3	-0.4	2	0

Rewritten with values under each structure: five of the compounds above.
Each structure is followed by: CCHFV vOTU inh | TcdB inh | PfHsp40 rescue | BoNT-F LC inh | FadD28 binding | PrPC TRFRET | BoNT A protease | Yp Topo-I inh | Anthrax LF prot
COc1ccc(OC)c(C(=O)c2oc3ccccc3c2NC(C)=O)c1
 : 8 | . | -0.5 | 4 | -1.8 | -1 | 3.0 | -8 | 6
O=C(Cn1c2ccccc2c2nc3n(c(=O)c21)CCS3)N1CCCC1
 : . | . | 0.5 | 0 | -2.6 | . | 1.1 | 2 | 1
CCNc1nc(NCC)n2c(SCC(=O)Nc3cccc(Cl)c3)nnc2n1
 : . | . | 1.5 | 0 | -1.0 | . | -1.5 | -6 | -4
CC(C)c1ccc(OCC(=O)NC2CC(C)(C)NC(C)(C)C2)c(Br)c1
 : 13 | 3.1 | -0.1 | 8 | -2.2 | -11 | 0.6 | -16 | -3
Cc1sc2nc(CN3CCOCC3)nc(Oc3ccc(NC(=O)c4ccco4)cc3)c2c1C
 : 1 | . | 0.1 | -35 | -1.4 | -4 | -2.5 | 20 | -3
